Assay outcomes deposited in PubChem BioAssay by several laboratories.
DAX1 inh-1 – blocks DAX1 repression of SF-1 activated StAR promoter; HEK293T StAR-luciferase reporter, SF-1/DAX-1 repression relief; inhibition, % at 6.8 µM; actives 1.1% (n = 370,000); AID 652010;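 active means inhibition above the mean over all tested compounds plus 3 SD, cut at about 3.6% in these data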;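 further: 0% = DAX-1 cells with DMSO and 100% = cells lacking DAX-1 with DMSO; higher inhibition means more luminescence from relief of DAX-1 repression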
DAX1 inh-2 – NR0B1 (DAX1) inhibition; P51843; HEK293 Gal4-DAX1 luciferase reporter, luminescence; inhibition, % at 6.75 µM; actives 0.99% (n = 340,000); AID 504766;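 active means inhibition above the mean over all tested compounds plus 3 SD, cut at about 4.2% in these data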;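 further: 0% = DAX1-transfected cells with DMSO and 100% = empty-vector control cells with DMSO; inhibition shows as a rise in luminescence from relieved DAX1 repression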
FXN GAA850 act – activators of GAA850 frataxin (FXN) promoter. activation, % at 6 µM. HEK293 lucGAA850 FXN promoter luciferase reporter, 24 h; percent of 10 µM SAHA response. actives 0.56% (n = 360,000);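 active means activation above the average of all compounds screened plus 3 SD, cutoff fixed separately per campaign, cut at about 7.5% in these data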;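 further: 0% = DMSO wells and 100% = 10 µM SAHA wells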
hgDAF12 agonist – activates the H. glycines DAF-12 receptor ligand-binding domain | HEK293 GAL4-hgDAF12 UAS-luciferase reporter, agonist luminescence; normalized to butyrate control | activation, % at 6.8 µM | actives 1.8% (n = 370,000) | AID 687014;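 active means activation above a cutoff set at the mean of all screened compounds plus 3 SD, cut at about 10% in these data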;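 further: 0% = DMSO wells and 100% = sodium butyrate wells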
ADAM17 inh – ADAM17 inhibition, QFRET primary screen | P78536 | recombinant ADAM17, EDANS/DABCYL FRET peptide cleavage | inhibition, % at 6.95 µM | actives 0.83% (n = 370,000) | AID 720648;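 active means inhibition above the mean of compounds lying between control limits plus 3 SD, set per campaign, cut at about 8.5% in these data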;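 further: 0% = DMSO-only wells as the low control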
Target sequence (P78536 215-824 limits assumed): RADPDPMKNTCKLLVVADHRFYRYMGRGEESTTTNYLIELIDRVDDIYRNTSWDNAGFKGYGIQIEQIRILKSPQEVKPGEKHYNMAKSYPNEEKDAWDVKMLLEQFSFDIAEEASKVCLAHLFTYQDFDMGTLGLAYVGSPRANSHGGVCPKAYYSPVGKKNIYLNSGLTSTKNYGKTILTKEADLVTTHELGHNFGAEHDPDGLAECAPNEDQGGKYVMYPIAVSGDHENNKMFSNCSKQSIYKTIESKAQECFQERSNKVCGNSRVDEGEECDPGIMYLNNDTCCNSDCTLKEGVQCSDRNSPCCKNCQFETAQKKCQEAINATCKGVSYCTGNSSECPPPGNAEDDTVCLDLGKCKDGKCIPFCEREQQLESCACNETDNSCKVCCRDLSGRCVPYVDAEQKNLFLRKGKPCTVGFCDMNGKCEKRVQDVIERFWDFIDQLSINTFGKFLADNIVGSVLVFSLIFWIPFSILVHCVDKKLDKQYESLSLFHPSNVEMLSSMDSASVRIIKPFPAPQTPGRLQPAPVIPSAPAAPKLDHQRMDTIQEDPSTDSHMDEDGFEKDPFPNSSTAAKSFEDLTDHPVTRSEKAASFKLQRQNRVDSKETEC
PG9 Ab binder – PG9 antibody binding by small molecule; inhibition, % at 6.7 µM; actives 0.43% (n = 360,000); TR-FRET gp120-PG9 antibody binding; in the data active means inhibition above about 8.5%
ADAM10 inh – ADAM10 inhibition, QFRET primary screen. recombinant ADAM10, EDANS/DABCYL FRET peptide cleavage, 3 h. AID 720582. inhibition, % at 7 µM. O14672. actives 0.62% (n = 370,000);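 active means inhibition above a per-campaign cutoff equal to the mean of compounds falling between control-based bounds plus 3 SD, cut at about 20% in these data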;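 further: 0% = DMSO wells while the 100% control is not disclosed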
Target sequence (O14672 214-748 limits assumed): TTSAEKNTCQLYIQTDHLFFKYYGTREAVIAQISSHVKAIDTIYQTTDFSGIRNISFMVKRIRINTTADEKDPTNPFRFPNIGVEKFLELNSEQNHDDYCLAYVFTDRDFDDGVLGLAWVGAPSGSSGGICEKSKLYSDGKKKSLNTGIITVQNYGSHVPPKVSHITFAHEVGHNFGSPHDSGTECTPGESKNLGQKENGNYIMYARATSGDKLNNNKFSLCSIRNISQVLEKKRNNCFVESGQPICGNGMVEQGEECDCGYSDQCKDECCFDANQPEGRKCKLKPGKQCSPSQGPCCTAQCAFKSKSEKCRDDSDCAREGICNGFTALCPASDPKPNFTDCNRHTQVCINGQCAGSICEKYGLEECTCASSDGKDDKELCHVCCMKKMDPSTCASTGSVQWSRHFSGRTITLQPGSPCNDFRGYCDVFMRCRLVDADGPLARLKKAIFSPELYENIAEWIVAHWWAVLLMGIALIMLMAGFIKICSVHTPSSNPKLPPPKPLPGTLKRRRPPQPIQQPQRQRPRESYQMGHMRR
ssDAF-12 act – activates DAF-12 receptor from parasite S. stercoralis; HEK293 ssDAF-12/GRIP1 lit1-tk-luc reporter, luminescence; % of 3 µM dafachronic acid response; activation, % at 6.8 µM; actives 1% (n = 370,000); AID 652126;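 active means activation above the mean over all tested compounds plus 3 SD, cut at about 0.9% in these data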;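 further: 0% = DMSO-only wells and 100% = 3 µM delta7-dafachronic acid wells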
NPR1 activator – GC-A (human) enzyme activation. P16066. HEK293 GC-A cells, cGMP TR-FRET, EC30 ANP; 0% at EC30 ANP, 100% saturating ANP. activation, % at 10 µM. actives 0.14% (n = 370,000). AID 1671463; in the data active means activation above about 40%
SMARCA2 activ – increases SMARCA2 function in MMTV reporter cells; MG213 cells, MMTV-luciferase reporter, dexamethasone, overnight; activation, % at 9.1 µM; actives 1% (n = 370,000); AID 652017; in the data active means activation above about 7.8%;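 further: 0% = vehicle wells and 100% = reference activator wells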
hcDAF12 agonist – activators of H. contortus DAF-12 nuclear receptor. HEK293 hcDAF-12 lit1-tk-luc reporter, luminescence; 0% DMSO, 100% Δ7-dafachronic acid. activation, % at 6.8 µM. actives 1.4% (n = 370,000);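 active means activation above the mean of all tested compounds plus 3 SD, cut at about 5.5% in these data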;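 further: 100% = response to 3 µM Δ7-dafachronic acid high control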
Active calls of the source: *; · = not tested or not shown.

SMILES	DAX1 inh-1	DAX1 inh-2	FXN GAA850 act	hgDAF12 agonist	ADAM17 inh	PG9 Ab binder	ADAM10 inh	ssDAF-12 act	NPR1 activator	SMARCA2 activ	hcDAF12 agonist
O=C(Nc1cc(C(F)(F)F)ccc1Cl)C(=O)N1CCCCC1	0.3	-0.8	2.4	-1.6	-4	1.0	-7	-1.4	4	-1	-2.8
CC(C)(C)c1ccc(S(=O)(=O)CC(O)CSc2nc3c(cc2C#N)CCCC3)cc1 (stereo not given)	-0.2	-0.9	-1.5	-2.3	2	-2.0	3	-0.6	0	7	-1.8
CC(C)(C)C(=O)NC(=S)N1CCOCC1	0.4	-0.5	1.1	-0.8	-1	-0.2	-4	-0.8	6	-3	0.2
Cn1nccc1C(=O)N1CCCC(C(=O)c2ccc(Oc3ccccc3)cc2)C1 (stereo not given)	-0.7	-0.8	-0.8	0.1	-1	-1.5	5	-1.4	-3	-7	-3.2
COc1ccc2oc(C(=O)OCC(=O)N(C)c3ccccc3)c(C)c2c1	-0.8	-0.7	0.2	-0.8	-79	-2.9	-302	-0.5	3	0	-1.2
CCOc1ccc(NC(=S)Nc2cccc3ccccc23)cc1	1.0	0.8	2.6	2.7	-64	-0.5	-233	-0.1	0	2	4.8
O=S(=O)(Nc1cccc(-c2ccc3nncn3n2)c1)c1ccccc1F	0.8	-0.4	5.7	-1.1	0	1.1	-12	-0.9	3	0	-0.5
Cc1ccc(-c2nnc(NCc3nc4ccccc4[nH]3)c3ccccc23)cc1S(=O)(=O)N1CCCCC1	-1.0	-1.8	-1.5	0.1	-3	-2.5	-4	-1.5	-2	-3	-0.1
N#Cc1ccsc1NC(=O)CN1CCN(c2ccc(O)cc2)CC1	0.3	0.5	-0.5	-2.2	-3	-2.8	-4	-0.8	0	-2	-0.3
Cc1cccc(N2CCN(C(=O)C3CCCN(S(=O)(=O)c4cnc[nH]4)C3)CC2C)c1 (stereo not given)	-0.5	-0.5	-1.6	-0.1	3	0.1	5	-1.0	1	-2	-1.2
COc1ccc2[nH]c(=O)c(CN(Cc3ccco3)Cc3nnnn3Cc3ccccc3)cc2c1	0.3	0.0	-0.8	0.4	-128	-1.5	-300	-0.1	1	0	2.1
Cc1ccc(-n2cc(CN3CCNC(=O)CC3)c(-c3cccc(C)c3)n2)cc1	-0.6	0.3	1.4	0.1	-1	-1.4	-1	-2.0	-3	1	-0.6
O=C(CSc1nc2[nH]c(=O)cc(O)c2s1)Nc1nncs1	-0.9	-0.6	-0.7	-0.9	1	-1.4	-12	-1.1	-2	2	-1.3
Cc1nc(CSc2nsc(C)c2C#N)cs1	0.6	0.6	2.1	-0.4	-2	-0.6	-2	-0.7	1	2	-2.2
O=C(NC(Cc1ccccc1)C(=O)O)C1CCN(S(=O)(=O)c2ccccc2C(F)(F)F)CC1 (stereo not given)	-0.1	2.2	1.1	-1.5	-4	-0.1	0	-0.8	4	-2	-0.4
COc1ccc(C2=NOC(C(=O)NC3CCCCC3)C2)cc1OC (stereo not given)	-1.3	-0.3	0.9	2.9	-2	-1.4	-2	-1.4	1	-1	-0.4
O=C(NCc1ccc(F)cc1)c1cccs1	-0.6	0.3	-0.3	-1.5	-7	0.3	0	-1.1	3	1	-1.2
Cc1ccc(S(=O)(=O)N2CCCCC2)c(C)c1NS(C)(=O)=O	0.7	1.3	0.5	0.4	2	0.5	0	-0.7	0	-1	-0.3
CC(C)N1C(=O)N(c2ccc(Cl)cc2)C(C)(O)CC1(C)C (stereo not given)	0.2	-0.9	-1.2	5.5	-5	0.3	-6	-1.1	-3	-1	-0.9
Cc1nnsc1C(=O)N1CCN(c2ccc(F)cc2)CC1	-0.3	1.3	1.7	-2.0	4	-1.7	3	-1.7	2	-3	0.0

An excerpt of these results, with two lines to a compound.
Every second line gives: DAX1 inh-1, DAX1 inh-2, FXN GAA850 act, hgDAF12 agonist, ADAM17 inh, PG9 Ab binder, ADAM10 inh, ssDAF-12 act, NPR1 activator, SMARCA2 activ, hcDAF12 agonist
- Cc1ccc(-n2cc(CN3CCNC(=O)CC3)c(-c3cccc(C)c3)n2)cc1
    -0.6, 0.3, 1.4, 0.1, -1, -1.4, -1, -2.0, -3, 1, -0.6
- O=C(CSc1nc2[nH]c(=O)cc(O)c2s1)Nc1nncs1
    -0.9, -0.6, -0.7, -0.9, 1, -1.4, -12, -1.1, -2, 2, -1.3
- Cc1nc(CSc2nsc(C)c2C#N)cs1
    0.6, 0.6, 2.1, -0.4, -2, -0.6, -2, -0.7, 1, 2, -2.2
- O=C(NC(Cc1ccccc1)C(=O)O)C1CCN(S(=O)(=O)c2ccccc2C(F)(F)F)CC1 (stereo not given)
    -0.1, 2.2, 1.1, -1.5, -4, -0.1, 0, -0.8, 4, -2, -0.4

Additional compounds follow:
SMILES	DAX1 inh-1	DAX1 inh-2	FXN GAA850 act	hgDAF12 agonist	ADAM17 inh	PG9 Ab binder	ADAM10 inh	ssDAF-12 act	NPR1 activator	SMARCA2 activ	hcDAF12 agonist
CC(=O)N1CN(C2CC(C)(C)NC(C)(C)C2)Cc2c1sc1c2CCCC1	0.1	0.5	3.3	1.2	-2	-1.1	-3	-0.1	-1	0	1.2
O=C(Nc1nc(-c2ccccc2)cs1)c1ccc(Br)o1	0.1	-0.4	1.6	3.2	-2	1.1	2	-1.1	-2	3	-1.0
NS(=O)(=O)c1ccc(CNC(=S)NC(=O)c2ccco2)cc1	-0.4	-0.4	-0.7	0.9	2	-2.2	0	-1.0	4	6	-0.1
CCCn1c(C)c(C(=O)OCC)c(O)c(-c2ccccc2)c1=O	0.1	·	1.3	0.8	-1	-1.1	3	-1.4	-2	-2	0.7
Cc1ccc(CN2CCN(/N=C\C(Br)=C\c3ccccc3)CC2)cc1	-0.2	-1.2	3.2	1.8	5	-2.4	9	-0.9	1	-5	-0.9
C=CCn1c(N)cc(=O)nc1SCC(=O)Nc1ccc(C(=O)OCC)cc1	-0.5	5.8*	0.4	1.7	-6	-1.6	-5	-0.2	-1	-2	-1.2
CN1CCC(n2[nH]c(-c3ccccc3)c(Cc3ccccc3)c2=O)CC1	-0.1	2.0	0.9	-1.4	-3	0.1	-10	-0.7	-13	0	5.3
Cc1cc(-c2c(C)[nH]n(-c3ccccc3)c2=O)n[nH]1	0.7	1.6	0.6	7.6	-4	-8.8	-6	-0.2	-4	-2	5.8*
COC(=O)c1nc2ccccn2c1F	0.5	1.1	0.5	0.2	-12	-0.6	-25	-1.6	2	-5	-0.9
Nn1c(Cc2ccccc2F)nnc1SCC(=O)Nc1cccc(S(=O)(=O)NC2=NCCCCC2)c1	1.1	0.3	1.4	3.2	-4	0.2	-4	-1.7	-3	-1	-0.6
Cc1ccc(N2CC(C(=O)NCc3n[nH]c(=O)c4ccccc34)CC2=O)cc1 (stereo not given)	1.6	3.0	0.8	3.8	-2	-1.1	-3	-1.4	-1	0	0.3
CC(C)(C)NC(=O)C(c1ccccn1)N(C(=O)C1CSC(=O)C1)c1ccc(F)cc1 (stereo not given)	-0.2	0.2	0.7	0.7	-4	2.3	2	-1.3	-9	-5	-1.0
CC1CCc2[nH]c3ccc(C(=O)N(C)CC(=O)Nc4ccccc4Br)cc3c2C1 (stereo not given)	-0.6	-1.5	0.4	5.2	-2	1.2	-5	-1.1	3	-2	-1.6
Cc1ccc(Nc2ncnc(N)n2)cc1C	-0.2	3.0	1.1	-0.1	2	-0.4	5	0.1	5	2	0.3
CCOC(=O)C1CC=C(Cl)CC1C(=O)Nc1nccs1 (stereo not given)	-0.8	-0.2	-0.9	0.3	-1	-1.1	1	-0.8	2	4	-2.1
CSc1ncc(C(=O)O)n1-c1ccc(F)cc1	-0.2	0.0	1.8	-0.5	-4	-1.1	-2	-0.6	-1	1	-1.8
Cc1cccc(N2C(=O)CC(N(O)c3ccccc3)C2=O)c1 (stereo not given)	0.4	1.3	0.1	3.7	-7	-1.9	-2	-0.4	-1	1	-0.1
CO/N=C/C(=N\Nc1cc(OC)cc(OC)c1)C(=O)c1ccccc1	-2.1	-0.8	-0.4	-1.7	-8	-0.9	-4	-1.2	-14	-1	0.8
COc1ccc(S(=O)(=O)NC2CC(C)(C)NC(C)(C)C2)c2ccccc12	2.8	-0.3	-0.8	3.9	-3	-2.5	1	0.1	-2	-1	1.4
CCC(Sc1nc(N)cc(=O)[nH]1)C(=O)Nc1cc(C)on1 (stereo not given)	-0.5	0.6	-0.5	-0.5	1	-0.2	-1	-1.2	-1	1	0.3
COC(=O)c1ccc(Cn2nc([N+](=O)[O-])c(Br)c2C)cc1	-0.2	1.5	2.4	-3.1	-2	-0.8	-9	-1.6	3	-2	-2.8
CCCc1nc(SCC(=O)c2ccc3c(c2)NC(=O)CO3)[nH]c(=O)c1CC	0.7	0.9	-0.8	-0.8	0	0.5	-3	-0.2	2	-2	0.7
Cc1ccc(CNc2nc3ccccc3n2C)o1	1.3	2.0	3.3	12*	-5	-2.7	-14	1.1*	0	4	7.8*
Cc1cccc(NC(=O)CSc2nnc(-c3ccccc3)n2N)c1	0.3	0.8	0.0	0.3	0	-1.7	11	-1.0	-3	7	-2.3
COc1ccccc1S(=O)(=O)N1CCC(C(=O)O)(c2ccccc2)CC1	-0.3	0.4	0.1	-2.5	0	-1.9	9	-1.0	-3	0	1.1
CC(=O)c1ccc(S(=O)(=O)Oc2ccc(-c3ccc(C(=O)O)cc3)cc2)cc1	-0.2	-1.1	-1.9	1.5	1	-2.3	4	-1.0	0	2	0.1
COC(=O)CCN(C(C)=O)c1ccc(N)cc1	0.6	-0.2	1.2	-0.6	-3	-0.6	2	-1.2	1	-4	-0.8
COCCn1c(SCC(=O)c2c(N)n(C3CC3)c(=O)[nH]c2=O)nc2ccccc21	-1.1	1.3	1.2	-0.1	1	0.3	-18	-1.3	2	-2	1.9
COC(=O)[C@@]12CCCCC=C1N(CCc1ccc(Cl)cc1)C(=O)[C@H]2CC(=O)NCc1cccc(C(F)(F)F)c1	-1.8	·	·	0.7	4	·	9	-1.0	1	-3	-1.0
COCCNC(=O)c1ccc2c(c1)C(=O)c1ccccc1-2	-0.4	-0.1	0.3	0.6	1	-1.6	-4	-1.1	5	-2	1.4
COCCOC(=O)C1=C(C)NC(=O)NC1c1ccc(-c2ccc(F)cc2)o1 (stereo not given)	2.3	-0.9	1.9	-0.5	-3	-0.5	1	-1.0	-7	-6	-1.8
COc1ccc(OCC(=O)N2CCCC(Nc3ccc(C)c(C)c3)C2)cc1 (stereo not given)	-0.3	0.0	-4.3	0.3	2	0.0	-4	-1.5	1	2	-1.3
Cc1ccc(N(CC(=O)NCc2ccccn2)S(=O)(=O)c2ccccc2)cc1C	-0.1	-0.9	0.8	-0.2	-2	-0.8	-3	-1.1	0	0	-1.6

2 compounds drawn at random from those above:
SMILES	DAX1 inh-1	DAX1 inh-2	FXN GAA850 act	hgDAF12 agonist	ADAM17 inh	PG9 Ab binder	ADAM10 inh	ssDAF-12 act	NPR1 activator	SMARCA2 activ	hcDAF12 agonist
COc1ccc(OCC(=O)N2CCCC(Nc3ccc(C)c(C)c3)C2)cc1 (stereo not given)	-0.3	0.0	-4.3	0.3	2	0.0	-4	-1.5	1	2	-1.3
Cc1ccc(N(CC(=O)NCc2ccccn2)S(=O)(=O)c2ccccc2)cc1C	-0.1	-0.9	0.8	-0.2	-2	-0.8	-3	-1.1	0	0	-1.6

An unsorted share of the library. Share with any hit: about 6.8%.
